Compound activity as filed in PubChem BioAssay.
eLon inh: E. coli protease La inhibition; AID 602123; purified E. coli Lon protease, fluorescence polarization; P0A9M0; actives 0.42% (n = 360,000); inhibition, % at 7.94 µM; in the data active = inhibition above about 13%, passing the limit was not always enough;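 also: 0% = enzyme with probe and DMSO and 100% = no enzyme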
Target sequence (P0A9M0 whole entry, looked up): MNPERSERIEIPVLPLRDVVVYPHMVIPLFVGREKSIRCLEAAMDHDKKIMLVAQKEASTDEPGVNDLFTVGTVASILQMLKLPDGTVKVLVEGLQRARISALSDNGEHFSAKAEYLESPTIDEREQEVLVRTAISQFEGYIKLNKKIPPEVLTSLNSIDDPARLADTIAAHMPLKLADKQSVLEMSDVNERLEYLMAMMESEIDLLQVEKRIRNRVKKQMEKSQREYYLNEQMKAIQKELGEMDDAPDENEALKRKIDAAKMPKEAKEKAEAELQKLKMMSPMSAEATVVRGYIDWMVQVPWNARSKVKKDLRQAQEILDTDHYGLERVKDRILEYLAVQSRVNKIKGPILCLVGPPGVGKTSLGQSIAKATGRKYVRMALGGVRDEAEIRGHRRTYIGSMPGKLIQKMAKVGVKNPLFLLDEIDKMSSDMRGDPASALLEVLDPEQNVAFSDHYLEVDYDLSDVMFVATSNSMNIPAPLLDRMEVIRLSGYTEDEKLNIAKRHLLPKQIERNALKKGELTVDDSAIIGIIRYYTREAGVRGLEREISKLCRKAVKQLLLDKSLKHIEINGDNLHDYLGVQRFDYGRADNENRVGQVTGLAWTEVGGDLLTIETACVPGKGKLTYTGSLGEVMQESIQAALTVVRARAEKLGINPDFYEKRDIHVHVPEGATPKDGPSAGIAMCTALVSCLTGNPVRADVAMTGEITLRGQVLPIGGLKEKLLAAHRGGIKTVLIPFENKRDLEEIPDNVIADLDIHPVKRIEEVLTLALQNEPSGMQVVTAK
MLLE-PAM2 inh: inhibitors of microRNA-mediated deadenylation, human PABP1 MLLE binding | inhibition, % at 20 µM | actives 0.36% (n = 360,000) | P11940 | GST-MLLE / FITC-PAM2 fluorescence polarization | AID 588489; in the data active = inhibition above about 35%, passing the limit was not always enough;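 also: plate controls were DMSO wells with GST-MLLE for no effect and wells lacking GST-MLLE protein for full effect; some results filed as inactive read as strong as hits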
NRP1-CendR mod: NRP-1/CendR interaction modulation; O14786; FAM-RPARPAR peptide binding to NRP-1, fluorescence polarization; inhibition, % at 25 µM; actives 0.85% (n = 360,000); AID 602438;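 active = inhibition or corrected inhibition above about 18%, plus a signal ratio from 0.5 to 1.5, limit read from the data, passing the limit was not always enough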; also: strong numbers were not always called active
Neddyl block: blocks human cullin neddylation. TR-FRET cullin neddylation, biochemical. calls only at 25 µM. AID 651699. actives 0.58% (n = 360,000). P61081+Q13564; in the data active = inhibition above about 36%
SKN-1 inh: C. elegans SKN-1 inhibition; actives 0.49% (n = 360,000); C. elegans VP596 Pgst-4::GFP/RFP ratio, acrylamide-induced, 24 h; inhibition, % at 21.8 µM; AID 624304;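 active = interference check ratio from 0.5 to 1.5 plus GFP to RFP signal ratio inhibition reaching or exceeding a fixed threshold, cut at about 30% in these data, passing the limit was not always enough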; also: some compounds called inactive have numbers as strong as hits
MT1-MMP act inh: inhibitors of human MT1-MMP activation | P50281 | HT1080 RFP-PRO-GFP cells, GFP/RFP ratio fluorescence, overnight; percent of plate control window, DMSO zero | GFP/RFP ratio change, % at 20 µM | actives 0.061% (n = 360,000) | AID 651647;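 active = GFP/RFP ratio change of at least 30% with cell ATP level not reduced by more than half and red fluorescence within 50% of control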; also: strong numbers were not always called active
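Test system: HT1080 cells expressing an RFP-PRO-GFP fluorescent reporter construct / Compound dosing: single-point 20 µM compound, 1% DMSO / Schedule: cells overnight before dosing, compound overnight, 37 °C, 5% CO2 / Evaluation: GFP/RFP fluorescence ratio / Control set: DMSO and RFP-L50D-GFP cell wells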
FAS TE block: inhibitors of human fatty acid synthase thioesterase domain; P49327; recombinant FAS-TE, OMFH fluorogenic substrate, fluorescence endpoint; inhibition, % at 15 µM; actives 0.67% (n = 360,000);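 active = compounds whose normalised, plate-corrected inhibition of enzyme fluorescence in the single-dose primary screen is 50% or more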;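 also: 0% = DMSO with enzyme and 100% = substrate without enzyme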
MsrA act: activators of bovine methionine sulfoxide reductase A | purified bovine MsrA, absorbance read-out | activation, % at 10.6 µM | actives 0.3% (n = 360,000) | AID 602163; in the data active = activation above about 7.5%;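 also: 0% = vehicle and 100% = reference activator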
Rin1-Abl PPI inh: human Rin1-Abl interaction inhibition. P00519+Q13671. TR-FRET Rin1/Abl binding, biochemical. inhibition, % at 7.35 µM. actives 0.4% (n = 360,000). AID 588664; in the data active = inhibition above about 5%, passing the limit was not always enough
The depositor's hits bear a star; i = inactive; / = not tested or not shown; + = active, no number.

No.	SMILES	eLon inh	MLLE-PAM2 inh	NRP1-CendR mod	Neddyl block	SKN-1 inh
1	O=S(=O)(NCCc1ccccc1)c1ccc(Br)s1	-2	3	-3	i	4
2	CCCCC(=O)NNC(=O)c1c(O)c2ccccc2[nH]c1=O	-3	-5	-14	i	-9
3	CC(=O)Nc1ccc(/C=N/N2C(=O)NC(C)(c3ccc(OC(F)F)cc3)C2=O)cc1 (centres undefined)	2	-3	4	i	6
4	COc1ccc(CN2CCOCCOCCOCC2)cc1	-9	-3	2	i	-1
5	Cc1cc(OC(C)C(=O)N2CCN(c3ccccc3)CC2)c2c(C)c(C)c(=O)oc2c1 (centres undefined)	1	4	1	i	6
6	C[C@H](CO)N1C[C@H](C)[C@@H](CN(C)C(=O)Nc2ccc(C(F)(F)F)cc2)Oc2ccc(NC(=O)Cc3ccccc3)cc2C1=O	-2	-5	9	i	0
7	Cc1cccc(OCC(=O)OCC(=O)N(CC(C)C)c2c(N)n(Cc3ccccc3)c(=O)[nH]c2=O)c1C	1	15	3	i	22
8	CCOc1ccc(Cl)cc1-c1cc(C(=O)Nc2ccc(OC)nc2)[nH]n1	-7	-9	-12	i	8

No.	MT1-MMP act inh	FAS TE block	MsrA act	Rin1-Abl PPI inh
1	-2	10	-7	2
2	1	-39	-3	-3
3	3	0	-4	-3
4	1	-4	-1	-1
5	8	8	-8	-3
6	6	9	-2	3
7	-4	-9	-2	-3
8	0	20	-1	-1

Next entries
No.	SMILES	eLon inh	MLLE-PAM2 inh	NRP1-CendR mod	Neddyl block	SKN-1 inh
9	CC(C)(C)NC(=O)C(c1ccccc1)n1c(=O)c(-c2cc3ccccc3[nH]2)nc2ccccc21 (centres undefined)	/	/	-12	/	16
10	C=CC[C@H](CC(=O)N(CCO)Cc1ccccc1)C(=O)N[C@H](COC(=O)[C@@H](CC=C)CC(=O)OC(C)(C)C)c1ccccc1	20*	7	0	i	7
11	CCCCN(C(=O)c1ccc(S(=O)(=O)N2CCCCC2)cc1)C1CCS(=O)(=O)C1 (centres undefined)	1	3	-4	i	23
12	CCOC(=O)c1ccccc1NC(=O)CSc1nccn1C	0	-7	7	i	-21
13	COc1cccc(C(=O)CN(C(=O)c2ccc(Cl)cc2Cl)N2C(=O)c3ccccc3C2=O)c1	-13	15	-14	i	9
14	N#Cc1ccccc1OCC(=O)OCC(=O)Nc1ccc2c(c1)OCO2	-4	0	-11	i	-5
15	O=C(CN(c1ccc(Cl)c(Cl)c1)S(=O)(=O)c1ccccc1)N1CCc2ccccc2C1	6	-8	13	i	-9
16	O=C(NCCCN1CCOCC1)C1Cc2c(ccc3ccccc23)O1 (centres undefined)	-2	-2	7	i	-11

No.	MT1-MMP act inh	FAS TE block	MsrA act	Rin1-Abl PPI inh
9	-9	/	/	/
10	-15	23	0	1
11	0	-3	0	2
12	-1	-4	1	1
13	9	17	-3	-2
14	1	-7	-5	-2
15	-5	32	-8	3
16	2	-8	-9	-6

(more compounds)
No.	SMILES	eLon inh	MLLE-PAM2 inh	NRP1-CendR mod	Neddyl block	SKN-1 inh
17	CN(C)c1ccnc(Nc2ccccc2)c1C#N	6	-1	2	i	-3
18	C[C@@H]1CN([C@@H](C)CO)C(=O)CCCn2nncc2CO[C@@H]1CN(C)C(=O)Nc1cccc(C(F)(F)F)c1	1	3	-2	i	-4
19	Cc1onc(-c2ccccc2)c1C(=O)N1CCN(S(=O)(=O)c2ccc(Cl)cc2)CC1	1	-3	2	i	12
20	O=C(NCC1CCCO1)/C(=C\c1ccco1)NC(=O)c1ccccc1 (centres undefined)	8	13	-9	i	6
21	CC1(C)CC(=O)c2cnc(NC(=O)C3CCCC3)nc2C1	0	11	-3	i	-2
22	Cc1cccc(NC(=O)CSc2ccc(-c3cccnc3)nn2)c1	-9	-12	-11	i	4
23	COc1ccc(C(=O)/C=C/c2ccsc2)cc1CSCC(=O)O	5	16	-36	i	10
24	O=C(Nc1ccc(N2CCN(C(=O)c3ccc(Cl)cc3)CC2)cc1)c1ccc2c(c1)OCCO2	3	5	14	i	0

No.	MT1-MMP act inh	FAS TE block	MsrA act	Rin1-Abl PPI inh
17	0	-4	-6	3
18	4	-5	-5	0
19	-1	20	-2	0
20	-1	-9	-6	0
21	-2	-5	-2	-5
22	4	-5	-3	0
23	4	-3	-6	-2
24	11	16	-8	-1

Rewritten tab-delimited: part of the list above.
#	SMILES	eLon inh	MLLE-PAM2 inh	NRP1-CendR mod	Neddyl block	SKN-1 inh	MT1-MMP act inh	FAS TE block	MsrA act	Rin1-Abl PPI inh
14	N#Cc1ccccc1OCC(=O)OCC(=O)Nc1ccc2c(c1)OCO2	-4	0	-11	i	-5	1	-7	-5	-2
15	O=C(CN(c1ccc(Cl)c(Cl)c1)S(=O)(=O)c1ccccc1)N1CCc2ccccc2C1	6	-8	13	i	-9	-5	32	-8	3
16	O=C(NCCCN1CCOCC1)C1Cc2c(ccc3ccccc23)O1 (centres undefined)	-2	-2	7	i	-11	2	-8	-9	-6
17	CN(C)c1ccnc(Nc2ccccc2)c1C#N	6	-1	2	i	-3	0	-4	-6	3
18	C[C@@H]1CN([C@@H](C)CO)C(=O)CCCn2nncc2CO[C@@H]1CN(C)C(=O)Nc1cccc(C(F)(F)F)c1	1	3	-2	i	-4	4	-5	-5	0
19	Cc1onc(-c2ccccc2)c1C(=O)N1CCN(S(=O)(=O)c2ccc(Cl)cc2)CC1	1	-3	2	i	12	-1	20	-2	0
20	O=C(NCC1CCCO1)/C(=C\c1ccco1)NC(=O)c1ccccc1 (centres undefined)	8	13	-9	i	6	-1	-9	-6	0
21	CC1(C)CC(=O)c2cnc(NC(=O)C3CCCC3)nc2C1	0	11	-3	i	-2	-2	-5	-2	-5
22	Cc1cccc(NC(=O)CSc2ccc(-c3cccnc3)nn2)c1	-9	-12	-11	i	4	4	-5	-3	0

Following part
No.	SMILES	eLon inh	MLLE-PAM2 inh	NRP1-CendR mod	Neddyl block	SKN-1 inh
25	Oc1ccccc1C1=NCCNC(C(F)(F)F)=C1	2	-6	-6	i	3
26	COc1ncccc1-c1ccc2nncn2c1	-17	7	-3	i	13
27	N#Cc1c(N)oc(-c2ccc3c(c2)OCO3)c1-c1ccc2c(c1)OCO2	-10	-22	-52	i	43*
28	CN(CC(=O)Nc1ccc(F)cc1)C(=O)COc1ncnc2ccccc12	0	2	-15	i	12
29	CN(C)CCN(C)C1CN(CCc2ccccc2)S(=O)(=O)C1 (centres undefined)	9	-4	5	i	10
30	COC(=O)C1CCN(CC(=O)Nc2ccc(OC)c(Cl)c2)CC1	-7	-4	-5	i	5
31	COc1cc(CN2CCCN(C)CC2)c([N+](=O)[O-])cc1OC	2	0	3	i	8
32	Cc1ccc(C(=O)CC2(O)C(=O)N(C)c3ccccc32)s1 (centres undefined)	-2	5	7	i	-8

No.	MT1-MMP act inh	FAS TE block	MsrA act	Rin1-Abl PPI inh
25	-1	-6	-10	1
26	0	-7	-1	0
27	-14	25	-2	3
28	-4	-9	-1	-2
29	4	-5	-3	1
30	1	-3	-1	1
31	-3	-4	-4	-2
32	-6	-8	-3	4

More compounds follow.
No.	SMILES	eLon inh	MLLE-PAM2 inh	NRP1-CendR mod	Neddyl block	SKN-1 inh
33	COc1ccc(N2CCN(C3=CC(=O)N(c4cccc(Cl)c4)C3=O)CC2)cc1	-3	13	-5	i	-7
34	C[C@H]1CCC(=O)N([C@H](CSc2ccccc2)Cc2ccccc2)CC1	3	4	3	i	8
35	Cc1ccsc1C1NC(=O)c2ccccc2N1 (centres undefined)	-1	-5	0	/	7
36	Cc1cc(CNC(=O)Nc2ccc3c(c2)OCO3)nn1C	-1	-5	18	i	-6
37	CCOC(=O)C1CCCN(C/C=C/c2ccccc2[N+](=O)[O-])C1 (centres undefined)	-3	-1	-1	i	14
38	COC(=O)NNS(=O)(=O)c1ccc(C)cc1	-6	15	2	i	-11
39	N#Cc1cn(Cc2ccccc2)c(=O)[nH]c1=O	-6	10	2	i	-3
40	COc1ccc(Cl)cc1N=Cc1c(O)c2ccccc2oc1=O	-5	-30	-9	/	7

No.	MT1-MMP act inh	FAS TE block	MsrA act	Rin1-Abl PPI inh
33	1	21	-5	5
34	-14	17	-1	1
35	0	-6	-1	-4
36	0	-9	-14	2
37	3	6	7.9*	0
38	0	-14	-4	-4
39	5	-3	-13	1
40	-6	2	-1	1

The list continues:
No.	SMILES	eLon inh	MLLE-PAM2 inh	NRP1-CendR mod	Neddyl block	SKN-1 inh
41	O=S(=O)(NCCS(=O)(=O)N1CCN(c2ccc(F)cc2)CC1)c1ccccc1	-1	3	4	i	-2
42	CC1=CC(C)(C)N2C(=O)C3(SCC(=O)N3c3ccc(F)cc3)c3cc(C)cc1c32 (centres undefined)	-5	-3	17	i	18
43	COc1ccc(NC(=O)CN(C)C(=O)CCCc2nc3ccccc3c(=O)[nH]2)cc1	-7	-20	1	i	9
44	COCc1[nH]c(=S)c(C#N)cc1C(=O)OC	-1	19	-17	i	-3
45	Cc1cccc(N2CC(C(=O)Nc3ccc4c(c3)OCCO4)CC2=O)c1C (centres undefined)	-4	7	2	i	12
46	COC(=O)/C=C1/C(=O)N/C(=N\c2nc(C)cc(C)n2)N1c1ccc(OC)cc1	4	-3	2	i	3
47	O=C(COC(=O)c1ccco1)Nc1ccc(N2CCOCC2)cc1	-6	-4	7	i	-29
48	CC(/C=N\NC(=O)Cn1c(C)nc2ccccc21)=C\c1ccccc1	-19	5	-5	i	-15

No.	MT1-MMP act inh	FAS TE block	MsrA act	Rin1-Abl PPI inh
41	2	2	-5	-1
42	12	-104	0	-2
43	-1	-5	-2	0
44	-6	-3	-6	-1
45	4	-1	-3	1
46	1	-9	-3	3
47	0	-3	-8	-2
48	8	-4	-11	-4

Next section.
No.	SMILES	eLon inh	MLLE-PAM2 inh	NRP1-CendR mod	Neddyl block	SKN-1 inh
49	COc1ccc(Cn2cc(CN3CC(N4CC=CC4)CS3(=O)=O)nn2)cc1 (centres undefined)	0	/	15	i	-5
50	COCCn1c(COc2ccc(OC)cc2)nc2ccccc21	1	14	-10	i	11
51	O=C(Nc1ccc(N2CCN(C(=O)c3ccco3)CC2)c(Cl)c1)c1cccnc1	-1	-7	-3	i	-1
52	COCCn1cc(C(=O)N2CCCC(C)C2)c2c3ccccc3n(C)c2c1=O (centres undefined)	6	3	0	+	5
53	Brc1ccccc1-n1nnc(-c2cccnc2)n1	5	-6	5	i	32
54	COCC(=O)OCC(=O)Nc1cc([N+](=O)[O-])ccc1Cl	-12	11	-8	i	1

No.	MT1-MMP act inh	FAS TE block	MsrA act	Rin1-Abl PPI inh
49	2	-9	0	/
50	-2	-4	-7	2
51	-1	-4	-3	-1
52	0	-1	-2	-2
53	2	0	-2	-1
54	0	2	-7	2
